MBD2 inh – MBD2-methylated oligo binding inhibition; Q9UBB5; TR-FRET, MBD2 binding to methylated oligonucleotide; inhibition, % at 4.4 µM; 370,000 compounds, 0.31% hits; AID 686964; in the data active = inhibition above about 13%
TDP2 absorb – TDP2 (human) inhibition, absorbance primary screen; recombinant TDP2, T5PNP hydrolysis, p-nitrophenol absorbance 415 nm; inhibition, % at 12.8 µM; 370,000 compounds, 0.34% hits; AID 720702;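 active = inhibition above the mean of all tested compounds plus 3 SD, set per campaign, cut at about 25% in these data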;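 also: 0% = DMSO with enzyme and 100% = buffer with substrate but no TDP2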
Target sequence (O95551 whole entry, looked up): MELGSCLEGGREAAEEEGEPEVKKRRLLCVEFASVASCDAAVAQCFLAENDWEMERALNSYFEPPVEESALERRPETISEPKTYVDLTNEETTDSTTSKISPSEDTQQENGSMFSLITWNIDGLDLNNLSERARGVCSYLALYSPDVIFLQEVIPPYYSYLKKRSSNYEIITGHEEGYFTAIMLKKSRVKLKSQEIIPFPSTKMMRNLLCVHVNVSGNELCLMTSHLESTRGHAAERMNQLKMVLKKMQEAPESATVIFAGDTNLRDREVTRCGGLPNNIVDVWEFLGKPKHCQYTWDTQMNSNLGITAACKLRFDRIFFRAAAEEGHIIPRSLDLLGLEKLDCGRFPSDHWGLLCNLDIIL
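test system = human TDP2 enzyme | input = TDP2 enzyme at 120 nM final | medium = 50 mM Tris-HCl pH 7.5 with Mg2+, KCl, DTT, BSA | also added = T5PNP substrate, 5 mM | times = 2 h at 37 °C | technique = epi absorbance | benchmarks = high control without enzyme, low control DMSO plus TDP2 | replication = each compound tested once, singlicate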
DDE Tn7 FP inh – DD(E)-Tn7 binding inhibition, primary FP screen | FP displacement of FITC-Tn7 peptide from fibrin DD(E); 0% = median of compound wells per plate | inhibition, % at 8.3 µM | AID 720508 | 370,000 compounds, 0.13% hits;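 active = inhibition above the mean of compounds falling within the control limits plus 3 SD of them, cut at about 14% in these data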;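 also: 0% = plate median of compound wells and 100% = 10 µM Aha-Tn7 peptide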
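Also added: labelled Tn7 tracer, 0.1 µM; Assay system: human fibrin DD(E) protein; Amount: 2 µM fibrin DD(E); Schedule: 10 min compound pre-incubation, 3 h probe incubation at room temperature; Repeats: one replicate per compound; Read-out basis: percent inhibition; Measured by: fluorescence polarization of the labelled Tn7 tracer.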
KLK7 zymogen act – activates the human kallikrein-7 zymogen; activation, % at 7 µM; purified proKLK7, EDANS-DABCYL substrate fluorescence; 100% is mature enzyme control, 0% vehicle; P49862; 370,000 compounds, 0.9% hits;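 active = activation above the mean of all tested compounds plus 3 SD, computed per campaign excluding outliers beyond control limits, cut at about 13% in these data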
Tn6 DDE FP – disrupts Tn6 cyclic peptide binding to fibrin D-Dimer-E complex; P02675; inhibition, % at 8.3 µM; Fibrin DD(E) TRITC-Tn6 fluorescence polarization displacement; AID 720509; 370,000 compounds, 0.21% hits;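 active = inhibition above a per-campaign cutoff: mean of compounds within control limits plus 3 SD, cut at about 15% in these data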;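 also: 0% = median of all compound wells on the plate and 100% = blocking peptide control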
PRMT1 inh – PRMT1 (human) inhibition, primary screen; Q99873; recombinant PRMT1, activity-based probe fluorescence polarization; inhibition, % at 2.79 µM; 370,000 compounds, 1.3% hits; AID 652257;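 active = inhibition above about 21% made by adding two undisclosed values, limit read from the data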
UHRF1 binding – UHRF1 methyl-DNA binding inhibition; Q96T88; UHRF1 binding to methylated oligo, TR-FRET; inhibition, % at 4.4 µM; 370,000 compounds, 0.75% hits; AID 687016; in the data active = inhibition above about 21%;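 also: UHRF1 SRA domain binding a hemimethylated CpG hairpin DNA probe; 0% = median of test compound wells and 100% = reference inhibitor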
TCR CD3 inh – blocks the human TCR-CD3 interaction. TAMRA-labeled TCR probe fluorescence, biochemical. AID 651800. 360,000 compounds, 0.37% hits. inhibition, % at 9.4 µM; in the data active = inhibition above about 19%;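 also: recombinant mutant TCR 2C K166C tagged with TAMRA read by polarization; 0% = receptor in buffer alone and 100% = receptor with positive control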
SIAE primary – human SIAE inhibition, primary screen | Q9HAT2 | SIAE FP-Rh probe binding, fluorescence polarization | inhibition, % at 9.66 µM | 370,000 compounds, 0.69% hits | AID 1053197;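 active = inhibition above a cutoff: mean of compounds within the control limits plus 3 SD of those, cut at about 17% in these data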;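 also: 0% = plate median of compound wells and 100% = probe without SIAE protein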
Target sequence (Q9HAT2 whole entry, looked up): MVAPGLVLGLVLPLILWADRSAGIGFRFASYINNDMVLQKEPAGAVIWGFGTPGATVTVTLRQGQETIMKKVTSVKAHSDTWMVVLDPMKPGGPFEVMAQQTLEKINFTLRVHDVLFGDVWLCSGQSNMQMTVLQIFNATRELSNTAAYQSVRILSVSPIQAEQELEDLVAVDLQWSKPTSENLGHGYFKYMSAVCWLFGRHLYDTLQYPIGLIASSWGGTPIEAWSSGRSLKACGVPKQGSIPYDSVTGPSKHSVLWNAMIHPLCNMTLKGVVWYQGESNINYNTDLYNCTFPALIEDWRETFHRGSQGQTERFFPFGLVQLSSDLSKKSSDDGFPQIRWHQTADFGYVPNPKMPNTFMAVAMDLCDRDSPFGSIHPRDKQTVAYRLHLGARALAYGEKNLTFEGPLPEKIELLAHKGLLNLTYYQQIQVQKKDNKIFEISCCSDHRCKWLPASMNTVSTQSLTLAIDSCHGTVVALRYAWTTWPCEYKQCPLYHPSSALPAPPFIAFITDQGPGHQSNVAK
LEDGF integ inh – blocks HIV-1 LEDGF/p75-dependent DNA integration; 370,000 compounds, 0.64% hits; AID 743269; inhibition, % at 3.7 µM; TR-FRET IN-LEDGF/p75 DNA integration, Eu/Cy5;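 active = inhibition above the screen-wide mean plus 3 SD, cut at about 13% in these data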;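 also: signal is the Cy5 over europium emission ratio at 671 and 618 nm; 0% = plate median of compound wells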
Starred values were filed as active, the others as inactive.

SMILES	MBD2 inh	TDP2 absorb	DDE Tn7 FP inh	KLK7 zymogen act	Tn6 DDE FP	PRMT1 inh	UHRF1 binding	TCR CD3 inh	SIAE primary	LEDGF integ inh
COc1ccc(CN2CCN(C(=O)c3ccccc3C(=O)c3ccccc3)CC2)cc1OC	-2	9	-8	-0.6	8	0	4	-7	-7	0
O=C(COC(=O)c1ccc(F)cc1)Nc1ccc2c(c1)OCO2	-4	10	7	-0.1	9	-2	-1	6	4	2
Cc1cccc(C)c1NC(=O)CNC(=O)c1ccccc1OCc1ccccc1	-5	-11	3	0.7	14	0	-1	2	-1	-1
CCOC(=O)c1noc2c1CCC2	1	3	-4	0.5	-6	3	1	-2	-3	-2
O=C(C=Cc1cccs1)c1ccc(Cl)s1	-2	2	-2	-4.0	-3	1	0	1	2	-3
Cc1c(NC(=O)COC(=O)c2ccccc2Cl)c(=O)n(-c2ccccc2)n1C	1	7	-3	0.2	-4	0	1	2	6	-2
O=C(CCC1CCCCC1)Nc1nccs1	1	1	2	0.4	5	-2	-1	6	-7	21*
Cc1cccc(NC(=O)COc2ccc(/C=C\c3[nH]c(=O)[nH]c(=O)c3[N+](=O)[O-])cc2)c1	-4	-11	5	-0.5	-13	7	1	9	-41	4
CN1CCN(C(=O)C2=C[C@@H](c3ccc(C(F)(F)F)cc3)C[C@@H](OCCCCO)O2)CC1	0	-5	-1	-0.1	-2	0	-1	0	-2	1
CCOC(=O)c1c(C)nc2c(c1-c1ccc(OC)c(OC)c1)C(=O)c1ccccc1-2	6	0	-1	0.2	5	-1	5	-4	-1	-2

LEDGF integ inh: what is marked active above
SMILES	MBD2 inh	TDP2 absorb	DDE Tn7 FP inh	KLK7 zymogen act	Tn6 DDE FP	PRMT1 inh	UHRF1 binding	TCR CD3 inh	SIAE primary	LEDGF integ inh
O=C(CCC1CCCCC1)Nc1nccs1	1	1	2	0.4	5	-2	-1	6	-7	21*

Next section:
SMILES	MBD2 inh	TDP2 absorb	DDE Tn7 FP inh	KLK7 zymogen act	Tn6 DDE FP	PRMT1 inh	UHRF1 binding	TCR CD3 inh	SIAE primary	LEDGF integ inh
CCOC(=O)c1ccc(Nc2nc(C)nc3c2nnn3Cc2ccccc2)cc1	2	5	6	-2.1	-2	-2	-4	1	-5	3
Cc1ccccc1-c1cc2nc(-c3ccc([N+](=O)[O-])cc3)cc(=O)n2[nH]1	-8	-6	-10	0.4	5	0	-5	3	3	8
Cc1c(C(=O)O)c(=O)n(-c2ccccc2)n1-c1ccccc1	0	10	-7	0.4	-2	1	-1	3	-5	2
CCCCNC(=O)C(C)N(CCN(C)C)C(=O)CCCCCN1C(=O)NC(c2ccc(Cl)cc2)C(C(=O)OCc2ccccc2)=C1C (centres undefined)	-6	0	0	-0.3	-9	1	-1	-1	-3	2
Cc1ccc(/C=C2\SC(N3CCCC3)=NC2=O)cc1	-3	12	2	0.3	4	1	-6	-5	-2	-6
Cc1ccc(S(=O)(=O)N2CCN(S(=O)(=O)N3CCCCC3)CC2)cc1	1	-4	-5	0.1	-6	0	-2	-7	1	2
CCCS(=O)(=O)N1CCC(C(=O)NC2CCCC(C)C2C)CC1 (centres undefined)	2	6	2	-0.2	2	-3	0	7	2	0
CC(Sc1nnc(C2CC2)n1C)C(=O)Nc1ccc(N2CCOCC2)cc1 (centres undefined)	-2	0	-1	0.3	8	-1	-1	2	6	6
CC1(/[N+]([O-])=C\c2ccccc2F)CCCCC1=O (centres undefined)	4	7	4	-0.6	5	1	0	-8	-2	0
O=C(CCCOc1ccc(Cl)cc1Cl)Nc1cccnc1	-5	6	1	0.0	-5	0	0	4	3	2
CC1CN(Cc2ccccc2)C(=O)NC1=O (centres undefined)	0	5	3	0.3	2	1	8	2	-8	-4
COc1ccc(CC(=O)N2CCN=C2SC)cc1	3	2	5	0.1	-7	1	5	-6	-3	-1
CCCSc1nc2sc3c(c2c(=O)[nH]1)CC(C)(CC)OC3 (centres undefined)	-3	13	-3	-0.1	3	-4	-3	1	1	-1
CCOC(=O)c1c(S(=O)(=O)NCC(=O)Nc2ccc(C)cc2)c(C)n(C)c1C	8	3	-1	0.6	1	5	2	1	-1	0
CC(C)C(=O)Nc1ccc(C(=O)N2CCCCCC2)cc1	0	1	-11	0.1	-3	0	2	9	-1	3
CCOc1ccc(/C=C2\SC(=S)N(N3C(=O)C4CC4C3=O)C2=O)cc1 (centres undefined)	0	0	0	0.3	2	7	-13	6	1	2
COc1ccc(OCc2cn3c(C)cc(C)nc3n2)cc1	-4	6	4	-0.1	4	0	0	4	-1	0
CCN(CCNc1ccc(Cl)cc1[N+](=O)[O-])C(=O)c1cc([N+](=O)[O-])c(N(C)C)cc1OC	-2	14	3	-0.1	-1	2	-4	0	8	-2
CN(c1ccc(OCc2nnc(-c3ccccc3)o2)cc1)S(=O)(=O)c1ccccc1	4	-7	1	0.5	-5	1	-2	-8	-9	0
Cc1onc(-c2ccccc2)c1C(=O)Nc1ccc(Br)cc1Cl	3	2	-6	0.6	-4	-2	-4	5	5	-1

In a second layout: 4 of the compounds above.
CCOc1ccc(/C=C2\SC(=S)N(N3C(=O)C4CC4C3=O)C2=O)cc1 (centres undefined)
  MBD2 inh = 0 | TDP2 absorb = 0 | DDE Tn7 FP inh = 0 | KLK7 zymogen act = 0.3 | Tn6 DDE FP = 2 | PRMT1 inh = 7 | UHRF1 binding = -13 | TCR CD3 inh = 6 | SIAE primary = 1 | LEDGF integ inh = 2
COc1ccc(OCc2cn3c(C)cc(C)nc3n2)cc1
  MBD2 inh = -4 | TDP2 absorb = 6 | DDE Tn7 FP inh = 4 | KLK7 zymogen act = -0.1 | Tn6 DDE FP = 4 | PRMT1 inh = 0 | UHRF1 binding = 0 | TCR CD3 inh = 4 | SIAE primary = -1 | LEDGF integ inh = 0
CCN(CCNc1ccc(Cl)cc1[N+](=O)[O-])C(=O)c1cc([N+](=O)[O-])c(N(C)C)cc1OC
  MBD2 inh = -2 | TDP2 absorb = 14 | DDE Tn7 FP inh = 3 | KLK7 zymogen act = -0.1 | Tn6 DDE FP = -1 | PRMT1 inh = 2 | UHRF1 binding = -4 | TCR CD3 inh = 0 | SIAE primary = 8 | LEDGF integ inh = -2
CN(c1ccc(OCc2nnc(-c3ccccc3)o2)cc1)S(=O)(=O)c1ccccc1
  MBD2 inh = 4 | TDP2 absorb = -7 | DDE Tn7 FP inh = 1 | KLK7 zymogen act = 0.5 | Tn6 DDE FP = -5 | PRMT1 inh = 1 | UHRF1 binding = -2 | TCR CD3 inh = -8 | SIAE primary = -9 | LEDGF integ inh = 0

Additional compounds.
SMILES	MBD2 inh	TDP2 absorb	DDE Tn7 FP inh	KLK7 zymogen act	Tn6 DDE FP	PRMT1 inh	UHRF1 binding	TCR CD3 inh	SIAE primary	LEDGF integ inh
O=C(Nc1ccc2nc3n(c(=O)c2c1)CCCC3)c1cncc(Br)c1	-4	-1	-2	0.0	-1	-2	0	3	8	-1
COc1ccccc1NC(=O)CSc1nnc(-c2ccc(C)cc2)o1	-6	7	4	-0.6	-4	1	0	2	-2	3
COc1ccccc1N(CC(=O)NCc1ccco1)C(=O)CCC(=O)Nc1ccccn1	-1	1	-3	-0.2	1	0	-3	5	-4	4
O=C(O)C1CC=CCC1C(=O)c1ccccc1 (centres undefined)	-2	-7	3	-1.0	-1	0	1	2	-4	3
COC(=O)c1cc(NC(=O)Cc2ccc(OC)c(OC)c2)cc(C(=O)OC)c1	1	-1	-4	-0.2	-4	0	4	5	-4	0
O=C(Nc1c(Cl)ccc2nsnc12)c1ccc([N+](=O)[O-])o1	-4	13	-10	0.1	2	-4	-5	2	-1	5
C=CCOc1ccc(/C=C2\SC(=S)N(CCC(=O)O)C2=O)cc1	-1	-5	3	-0.3	0	7	-8	-2	-3	-4
Cc1ccc(-n2c(N)cc(=O)nc2SCC(=O)N2CCN(c3ccccc3)CC2)cc1C	-5	9	7	0.0	-8	1	1	2	3	0
COc1ccc(CN(C)S(=O)(=O)c2ccc3c(c2)OCCO3)cc1	4	-8	-5	-0.3	-8	-5	1	0	-6	7
C/C(=N\NC(=O)COc1c(C)cccc1C)c1cccs1	2	3	10	0.0	-1	1	0	4	3	3
CCCCCCNC(=O)c1cn(CC)c2cc(N3CCN(C)CC3)c(F)cc2c1=O	-1	3	1	0.9	0	0	2	-3	-4	-1
COc1cc(C(=O)Nc2ccc(C)c(S(=O)(=O)N(C)C)c2)ccc1OCC(=O)N1CCOCC1	-5	-15	10	-0.5	-3	-2	-2	0	1	2
Cc1ccc(NC(=O)C2(C)CCN2Cc2ccccc2OC(F)F)cc1 (centres undefined)	-1	-1	-4	0.3	-2	-4	2	0	5	3
COC(=O)Cc1[nH]nc2c1C(c1cc(OC)c(OC)c(OC)c1)C(C#N)=C(N)O2 (centres undefined)	0	12	-2	-0.1	-3	0	-2	6	4	0
COc1cccc(CN2C(=O)CCC2(C)C(=O)NC2CCCC2)c1 (centres undefined)	-2	1	-1	-0.1	-9	0	-2	3	-6	22*
Cc1onc(-c2ccccc2)c1C(=O)N(CC(C)C)c1c(N)n(CC(C)C)c(=O)[nH]c1=O	-3	-6	-9	0.3	-1	-4	-2	2	-6	3
COc1cc2c(cc1NC(=O)C(C)Sc1nc3ccccc3n1C)oc1ccccc12 (centres undefined)	-1	6	-6	0.3	0	-1	1	9	4	4
O=C(c1cc(-c2cccc(O)c2)on1)N1CCCCCC1	2	7	-9	0.7	8	-3	-1	1	14	47*
O=C(CN(Cc1ccco1)C(=O)Cn1nnc(-c2cccs2)n1)NCc1ccccc1	-3	-4	-13	0.7	3	2	0	0	1	0
Cc1cc(S(=O)(=O)N2CCCC(N(C)CCc3ccccn3)C2)c(C)cc1Cl (centres undefined)	9	8	-2	0.5	-6	-4	23*	7	6	3
CC1CCC/C(=C\Nc2ccc(C(=O)O)cc2)C1=O (centres undefined)	0	13	-4	-0.5	1	1	0	2	0	0
CC(=O)N=c1cccc(NC(C)=O)n1O	-4	2	-5	0.7	-1	0	3	-3	1	-1

Quoted from the listing.
PRMT1 inh, Cc1ccc(NC(=O)C2(C)CCN2Cc2ccccc2OC(F)F)cc1 (centres undefined) = -4
KLK7 zymogen act, CC(=O)N=c1cccc(NC(C)=O)n1O = 0.7
UHRF1 binding, Cc1onc(-c2ccccc2)c1C(=O)N(CC(C)C)c1c(N)n(CC(C)C)c(=O)[nH]c1=O = -2
LEDGF integ inh, COC(=O)Cc1[nH]nc2c1C(c1cc(OC)c(OC)c(OC)c1)C(C#N)=C(N)O2 (centres undefined) = 0
TCR CD3 inh, O=C(CN(Cc1ccco1)C(=O)Cn1nnc(-c2cccs2)n1)NCc1ccccc1 = 0
UHRF1 binding, COc1cccc(CN2C(=O)CCC2(C)C(=O)NC2CCCC2)c1 (centres undefined) = -2
TCR CD3 inh, CCCCCCNC(=O)c1cn(CC)c2cc(N3CCN(C)CC3)c(F)cc2c1=O = -3

Bioassay records deposited in PubChem BioAssay by The Scripps Research Institute Molecular Screening Center.
